Screening results from PubChem.
DNA FID counter = counter-screen for HCV NS3 helicase inhibitors: DNA intercalator displacement; inhibition, % at 7.9 µM; DNA fluorescent intercalator displacement, fluorescence; 290,000 tested, 0.17% active; AID 1845; in the data active means inhibition above about 37%;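 further: 0% = vehicle and 100% = reference compound; higher means more ethidium bromide displaced from hairpin DNA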
pCIP destab = p/CIP protein destabilization | AID 1984 | F442A p/CIP-EGFP cells, EGFP fluorescence, 16 h | decrease of EGFP signal, % at 10 µM | 290,000 tested, 0.01% active;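 active means EGFP signal decrease of at least 30% at 10 µM or well 3 SD below plate mean, unless failing retest; inactive means the rest, including hits failing retest or dose response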; further: some compounds called inactive have numbers as strong as hits; many of its hits are not listed in these tables
VIM-2 inh = blocks Pseudomonas aeruginosa VIM-2 metallo-beta-lactamase | AID 1527 | purified VIM-2, nitrocefin hydrolysis, epi-absorbance fluorescence | inhibition, % at 5.6 µM | 290,000 tested, 0.89% active;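 active means inhibition above the mean of all tested compounds plus 3 SD, cutoff set per screening run, cut at about 7.5% in these data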;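 further: red hydrolysis product quenches plate fluorescence so inhibitors raise well fluorescence; 0% = enzyme with DMSO and 100% = DMSO without enzyme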
IDE act = activators of human insulin-degrading enzyme in cells; 340,000 tested, 0.073% active; activation, % at 5.96 µM; AID 493087; HEK cells, FAbeta-B cleavage, fluorescence polarization; 0% vehicle, 100% cell-free pure enzyme wells;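 active means activation above the mean of all tested compounds plus 3 SD, set per screening campaign, cut at about 17% in these data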
M18AAP inhibitor = blocks P. falciparum M18 aspartyl aminopeptidase; recombinant PfM18AAP, H-Glu-NHMec fluorogenic cleavage; inhibition, % at 7.35 µM; 290,000 tested, 1.2% active;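 active means inhibition above the campaign mean inhibition over all tested compounds plus 3 SD, cut at about 28% in these data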;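 further: 0% = plate median of test compound wells and 100% = 2 mM ZnCl2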
NS3 helicase inh = blocks Hepatitis C virus NS3 helicase unwinding. NS3 helicase DNA unwinding, Cy5 molecular beacon fluorescence. inhibition, % at 10.9 µM. 290,000 tested, 0.56% active. AID 1800;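 active means inhibition above the mean of all tested compounds plus 3 SD, set per campaign, cut at about 35% in these data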;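 further: 0% = DMSO wells and 100% = thioflavine S control wells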
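System: NS3 helicase fragment of HCV / Schedule: 1 h at 25 °C / Control set: DMSO alone as 0% and 110 µM thioflavine S as 100% / Reagent: Cy5/quencher beacon DNA duplex and ATP to start / Technique: Cy5 fluorescence / Replication: singlicate / Evaluation: % inhibition of end-to-start signal ratio versus controls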
IMP-1 inh = blocks Pseudomonas aeruginosa IMP-1 metallo-beta-lactamase; purified IMP-1, nitrocefin hydrolysis, epi-absorbance fluorescence; AID 1556; inhibition, % at 5.6 µM; 290,000 tested, 0.45% active;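 active means inhibition above the mean plus 3 SD of all compounds in the same screening run, cut at about 4.5% in these data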;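 further: 0% = IMP-1 with DMSO and 100% = DMSO wells lacking enzyme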
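System: purified IMP-1; amount: IMP-1 0.2 nM before substrate addition; compound: single dose, 5.6 µM; times: 25 °C, 15 min preincubation, 25 min reaction; signal: Epi-absorbance via hydrolysed-nitrocefin quenching of white-plate fluorescence, 480/530 nm, EDTA stop; benchmarks: DMSO with and without IMP-1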
SUMO HTRF inh = blocks human SUMOylation mediated by UBC9; P63279; inhibition, % at 35 µM; AID 2006; HTRF SUMOylation assay, SAE1/SAE2 + UBC9, in vitro; 290,000 tested, 0.36% active; in the data active means inhibition above about 50%, passing the limit was not always enough; further: strong numbers were not always called active
IDE cell inh = inhibits human insulin-degrading enzyme in HEK cells. P14735. 320,000 tested, 0.41% active. AID 434962. FAbetaB cleavage, fluorescence polarization. inhibition, % at 5.59 µM;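 active means percent inhibition above the average of all tested compounds plus 3 SD, set per screening campaign, cut at about 16% in these data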;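 further: IDE supplied by intact live HEK cells; FP after avidin binding of uncleaved biotin substrate so inhibition keeps polarization high; 0% = DMSO wells and 100% = 60 µM reference IDE inhibitor Ii1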
* = called active by the depositor; / = not tested or not shown.

nr	structure	DNA FID counter	pCIP destab	VIM-2 inh	IDE act	M18AAP inhibitor	NS3 helicase inh	IMP-1 inh	SUMO HTRF inh	IDE cell inh
1	COc1ccc(C2CC(=O)Oc3c2c(=O)n(C)c2ccccc32)c(OC)c1OC (stereo unspecified)	-45.7	2.1	2.7	-0.5	1.2	7.9	1.1	10.6	2.5
2	COC(=O)[C@H](Cc1ccccc1)[C@@H](C)OS(N)(=O)=O	-5.9	-4.7	-1.4	6.0	0.8	2.9	-5.5	26.9	3.8
3	CCOC(=O)CNC(=O)c1ccc(OCC(F)(F)F)cc1	-2.1	3.3	-0.9	5.0	-15.2	9.2	-2.6	11.7	4.2
4	C=CCn1c(NC(=O)c2ccc(Br)o2)c(S(=O)(=O)c2ccccc2)c2nc3ccccc3nc21	-7.3	-21.3	-2.2	-3.5	3.8	4.3	-1.3	92.1	1.3
5	O=C(Nc1ccc2c(c1)OCO2)Oc1ccccc1	1.8	-3.4	-0.4	3.5	-1.4	-1.2	-2.9	-0.5	-0.2
6	Cc1cccc(C(C)(C)C)c1OCCN1CCCC1	2.5	-21.9	-1.3	4.0	-5.2	-12.3	-3.5	0.4	2.9
7	CC(=O)c1ccc(OC(C)C)c(CSC(=N)N)c1	1.4	-18.4	0.1	0.4	-3.7	-3.3	-1.9	-9.4	3.5
8	CCc1cccc(NS(=O)(=O)c2cccc3cccnc23)c1	-19.1	2.8	-3.9	3.7	-2.5	-3.6	-1.6	3.7	2.9
9	CC(=O)Nc1ccc(S(=O)(=O)NCc2nc(-c3ccccc3)no2)cc1	0.9	-21.6	-2.2	1.6	-4.6	3.6	-2.9	6.0	0.4
10	O=C(C(Cc1ccccc1)NS(=O)(=O)c1cccc2cccnc12)N1CCc2ccccc21 (stereo unspecified)	0.6	0.9	-5.1	7.3	-2.9	-2.4	1.5	-2.3	-1.4
11	COc1ccc(C(C)=O)cc1COC(=O)CNC(=O)c1ccc(F)cc1	-14.9	0.6	-1.7	-4.9	18.7	-0.3	-2.0	3.1	6.6
12	CCOc1ccc(Nc2oc(-c3ccco3)nc2C#N)cc1	-4.0	-3.9	1.8	6.9	-13.1	-0.8	-0.7	30.9	1.2
13	COC(=O)c1ccc2c(=O)n(CCN3CCOCC3)c(SCC(=O)C(C)(C)C)nc2c1	-3.3	-7.3	-1.5	7.2	2.0	4.5	-1.2	-17.4	10.8
14	COc1cc(C(=O)NCCc2cc3c(OC)ccc(OC)c3[nH]c2=O)cc(OC)c1OC	-37.3	13.7	0.4	-1.1	-5.2	-0.1	-3.1	29.1	1.9
15	COc1ccc(NC(=O)c2ccc(NS(=O)(=O)c3c(C)noc3C)cc2)cc1OC	-10.4	0.0	-2.2	-0.2	1.2	-3.8	-3.3	16.9	-1.1
16	CCOC(=O)c1c(C)n(C)c2c1cc(OC(C)=O)c1ccccc12	-9.7	-5.1	0.1	5.0	-18.4	5.1	-0.6	10.7	-3.4

Quoted at random: six entries already listed
nr	structure	DNA FID counter	pCIP destab	VIM-2 inh	IDE act	M18AAP inhibitor	NS3 helicase inh	IMP-1 inh	SUMO HTRF inh	IDE cell inh
12	CCOc1ccc(Nc2oc(-c3ccco3)nc2C#N)cc1	-4.0	-3.9	1.8	6.9	-13.1	-0.8	-0.7	30.9	1.2
16	CCOC(=O)c1c(C)n(C)c2c1cc(OC(C)=O)c1ccccc12	-9.7	-5.1	0.1	5.0	-18.4	5.1	-0.6	10.7	-3.4
11	COc1ccc(C(C)=O)cc1COC(=O)CNC(=O)c1ccc(F)cc1	-14.9	0.6	-1.7	-4.9	18.7	-0.3	-2.0	3.1	6.6
15	COc1ccc(NC(=O)c2ccc(NS(=O)(=O)c3c(C)noc3C)cc2)cc1OC	-10.4	0.0	-2.2	-0.2	1.2	-3.8	-3.3	16.9	-1.1
13	COC(=O)c1ccc2c(=O)n(CCN3CCOCC3)c(SCC(=O)C(C)(C)C)nc2c1	-3.3	-7.3	-1.5	7.2	2.0	4.5	-1.2	-17.4	10.8
10	O=C(C(Cc1ccccc1)NS(=O)(=O)c1cccc2cccnc12)N1CCc2ccccc21 (stereo unspecified)	0.6	0.9	-5.1	7.3	-2.9	-2.4	1.5	-2.3	-1.4

Next section
nr	structure	DNA FID counter	pCIP destab	VIM-2 inh	IDE act	M18AAP inhibitor	NS3 helicase inh	IMP-1 inh	SUMO HTRF inh	IDE cell inh
17	CCn1c(SCC(=O)N2CCN(c3ccccc3)CC2)nc2c([nH]c3ccccc32)c1=O	-15.8	-6.1	-4.3	-2.7	5.1	2.4	-3.2	5.7	5.2
18	O=C(CC(C(=O)N1CCc2ccccc21)n1ccnc1)NCC1CCCO1 (stereo unspecified)	-3.1	5.1	-1.2	-8.6	2.8	-3.5	-0.8	-12.8	0.7
19	COc1cccc(NC(=O)CCSc2nnc3scc(-c4ccccc4)n23)c1	-15.7	-8.2	-2.5	1.4	6.5	-1.2	-4.0	12.7	7.0
20	NC(=S)N/N=C/c1ccc(-c2ccc(Cl)c(Cl)c2)o1	4.4	-14.1	-3.2	-7.8	11.8	34.2	-0.9	1.2	2.8
21	COc1ccc(CC(=O)NCCc2ccc(S(N)(=O)=O)cc2)cc1	2.5	16.8	-1.1	4.2	6.2	4.2	-0.9	-8.4	6.4
22	C/C(=N\Nc1ccccc1)c1cc2ccccc2oc1=O	-4.0	-0.1	-0.2	5.1	3.1	1.8	-2.8	10.9	4.4
23	CCC1Sc2ccccc2N(CC(=O)NCCC2=CCCCC2)C1=O (stereo unspecified)	-33.3	-4.7	-4.4	5.8	6.4	1.9	0.7	8.6	10.0
24	CC(C)CCN1C(=O)c2ccc(C(=O)Nc3cccc(S(N)(=O)=O)c3)cc2C1=O	-1.2	-18.8	-5.5	5.3	2.3	15.2	-1.3	8.1	-3.4
25	CC1CCc2onc(C(=O)O)c2C1 (stereo unspecified)	10.4	-7.0	-5.1	7.2	1.2	0.4	-2.6	2.5	-3.2
26	CCOc1ccc(-n2c([S-])c(C(=O)Nc3ccc(S(=O)(=O)N4CCOCC4)cc3)[n+]3cc(C(N)=O)ccc23)cc1	0.5	-18.1	-1.4	6.6	3.0	6.3	-2.8	-3.8	0.7
27	Cc1n[nH]c(=O)n1-c1ccc(C(C)C)cc1	-0.8	19.6	0.1	-3.8	1.2	0.6	-3.8	5.0	6.0
28	CC(=O)c1cnc2scnn2c1=O	-2.6	10.4	-0.1	4.6	0.2	4.9	-0.7	2.7	1.2
29	COc1ccc(-c2c3c(nc4sc(C(=O)Nc5ccccc5)c(N)c24)CCC3)cc1	-9.6	/	1.4	-7.0	-4.0	1.4	-3.6	/	3.3
30	COc1ccc(-c2[nH]ncc2[C@@H]2C[C@H]3CN(Cc4ccccc4C)C(=O)[C@]34CCCN24)cc1	-3.4	-13.5	-0.7	-0.7	0.0	6.0	-1.7	12.1	0.8
31	O=C1Nc2ccccc2N=C(c2ccccc2)C1Br (stereo unspecified)	12.1	-3.3	-2.3	-1.0	13.5	9.6	-4.4	11.4	-1.5
32	Cc1cc(N2CCN(S(=O)(=O)c3ccc(Cl)cc3)CC2)c2ccccc2n1	6.8	5.7	-1.8	3.8	0.1	-11.2	-2.8	10.9	2.5
33	CCc1nc(SCC(=O)NCc2ccccc2)c2c(=O)n(C)c(=O)n(C)c2n1	1.4	-12.8	-0.2	5.5	-7.6	7.4	-1.3	12.2	6.1
34	Cc1cc(-c2ccc(C)c(S(=O)(=O)N3CCN(C(=O)c4ccco4)CC3)c2)on1	-42.2	-5.4	-3.7	4.0	-4.1	-5.0	-3.5	-0.2	2.1
35	NC(=O)Nc1ccc(C(=O)OCC(=O)Nc2cccc(S(=O)(=O)NC3=NCCCCC3)c2)cc1	-14.3	3.4	-0.8	2.9	-5.6	-13.3	-0.9	-23.1	10.0
36	Cc1ccc(Cl)cc1N1CCN(C(=O)CN2C(=O)c3cccc4cccc2c34)CC1	-2.3	-13.0	-3.4	2.4	-5.4	5.3	-2.0	9.0	0.1
37	COc1ccc(C(=O)NNS(=O)(=O)c2ccc(OC)cc2)cc1	-7.8	-10.0	-1.8	1.8	5.6	0.9	-5.5	-1.4	1.7
38	CC(C)(C)n1nnnc1C(c1cccs1)N(Cc1cccnc1)Cc1ccco1 (stereo unspecified)	-20.6	-1.9	-2.8	-4.2	4.3	-1.1	-2.1	21.7	2.1
39	CCOc1ccc(C2=CSC3=NCCN23)cc1	2.1	3.3	-0.8	-0.2	-1.6	-46.1	-1.4	3.0	-4.7
40	O=C(COC(=O)CCC(=O)c1cccs1)Nc1cccc(S(=O)(=O)N2CCOCC2)c1	-24.6	-16.2	-1.8	-0.3	11.8	6.0	-1.2	5.0	-0.7
41	O=C(CSc1nncs1)NC(=O)NCc1ccco1	3.4	-26.1	-4.7	2.7	-2.7	-1.9	-1.5	24.4	-2.4
42	COCCNC(=O)C(c1cccs1)N(C(=O)Cn1nnc2ccccc21)c1cccc(C(C)=O)c1 (stereo unspecified)	-19.9	-21.5	-2.1	-1.9	2.7	3.7	-1.9	-4.4	-1.8
43	COc1cc(CC(=O)Nc2ccc(S(=O)(=O)Nc3ncccn3)cc2)cc(OC)c1OC	-16.2	-0.3	-0.3	5.2	5.8	-6.3	-1.8	5.3	4.2
44	CN(CC(=O)Nc1ccccc1F)S(=O)(=O)c1ccc2c(c1)n(C)c(=O)c(=O)n2C	-1.7	-8.6	2.5	-0.6	-24.4	2.9	-0.2	14.0	3.3
45	Cc1ccc(/C=C/C(=O)Nc2cc(S(=O)(=O)N3CCCCCC3)ccc2OCC(F)(F)F)o1	-16.3	-7.3	-2.5	2.7	-44.7	21.8	-2.1	25.6	4.2
46	O=C(NCc1ccccc1)c1ccc(Br)cc1Br	-3.2	-11.4	0.0	3.5	-3.0	7.2	-2.8	13.3	3.8
47	CC1=CC(C)(C)N2C(=O)C3(SCC(=O)N3c3ccc(F)cc3)c3cc(C)cc1c32 (stereo unspecified)	-30.7	-7.8	-3.3	-3.3	-16.6	-1.4	1.4	4.1	3.1
48	Clc1ccc(Cn2cc(/C=N/n3cnnc3)c3ccccc32)cc1	-15.0	7.0	0.9	-2.5	4.9	8.5	-1.2	13.8	-0.1
49	CC(NC(=S)Nc1ccc(OC(F)F)cc1)c1ccc(F)cc1 (stereo unspecified)	0.6	-4.4	-0.5	-1.6	1.6	7.8	-0.5	7.2	-3.8
50	Cc1cc(=O)n(CC(C)O)c(O)c1C#N (stereo unspecified)	-2.8	4.6	0.8	2.6	-0.6	-0.3	-1.4	25.5	2.2
51	COc1cc(C2CC(=O)Oc3c(C(CCN4CCN(c5ccccc5)CC4)c4ccc(N(C)C)cc4)c(OC)cc(OC)c32)cc(OC)c1OC (stereo unspecified)	/	7.5	/	2.6	/	/	/	-22.1	-3.2
52	O=C(COC(=O)c1ccc(Cl)nc1)c1ccc2c(c1)OCCO2	-7.7	16.6	-1.3	-5.5	1.1	-8.4	-0.6	19.1	0.1

An unsorted share of the library; about 3.6% have a hit in one of these screens.
